# Autophagy mod – alters autophagy in cells; MEF GFP-LC3 puncta imaging; test concentration mostly 10 µM; calls only at 10 µM (by protocol); hit rate 0.98% among 190,000; AID 463193;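 active means percentage of spot-positive cells more than 3 SD above its plate mean, without a fluorescence outlier flag or 80% toxicity; inconclusive means no clear call, values can overlap the other calls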;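 further: spot-positive cell cutoff set from DMSO-treated cells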
# Yfh1-depleted yeast – mitochondrial function rescue without frataxin homolog – Friedreich's ataxia, plus single-dose screen, dose response (AID 1465); S. cerevisiae Yfh1-off respiration, WST-1 reduction, 72 h; higher fold induction means a stronger effect; fold induction at 50 µM, or EC50 in µM where a hit was titrated; hit rate 0.074% among 220,000;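 active means fold induction of absorbance versus untreated yeast above a set limit, then at least 30% activation at any dose in follow-up; inconclusive means repeats straddling the limit, or above it without dose testing; inactive means fold induction below the set limit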;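 further: activators that raise dye reduction in frataxin-depleted yeast; strong numbers were not always called active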
# bCat nuc transl – alters nuclear translocation of beta-catenin in HeLa cells. hit rate 0.3% among 190,000. nuclear translocation activity, % at 5 µM. AID 1665. immunofluorescence imaging;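 active means nuclear translocation activity above 50% at 5 µM, with a well cell count of 50 or more; inconclusive means wells under 50 cells across six images, flagged as toxic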;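 further: per-cell ratio of nuclear to cytoplasmic median beta-catenin stain intensity; plate controls were DMSO negative control for no effect and GSK-3 inhibitor IX positive control for full effect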
#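 Read-out: Nuclear/cytoplasmic beta-catenin signal ratio, % activation | Assay system: Human HeLa cell line | Times: 24 h compound exposure at 37°C, 5% CO2 | Signal: Fluorescence imaging of beta-catenin antibody stain plus DAPI | Dosing: 5 µM primary, 0.02–20 µM confirmation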
# Dynein transport – dynein cargo transport inhibition. 3617.4 mouse cells, GR-EGFP nuclear translocation imaging; test concentration mostly 20 µM; stimulated with dexamethasone, 1 µM; stronger effect = lower value. z-score, hits read low. hit rate 0.47% among 220,000;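 active means plate z-score of nuclear minus cytoplasmic receptor signal below a set negative limit, without overly bright fluorescence or cell loss, cut at about -3.5 in these data, passing the limit was not always enough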;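 further: z-score of nuclear minus cytoplasmic ring GR-EGFP intensity difference per well; some compounds called inactive have numbers as strong as hits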
#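 Buffer or medium: tet-free, stripped-serum medium; Also added: dexamethasone, 1.0 µM final; Technique: high-content fluorescence imaging after fixation; Times: 48 h induction, 1 h compound, 30 min dex at 37 °C; Read-out: per-cell GR-EGFP intensity, nucleus versus surrounding cytoplasmic ring, well-averaged.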
# Insulin prom up – MIN6 insulin promoter up-regulation; hit rate 0.3% among 190,000; z-score at 5 µM; AID 1625; MIN6 insulin promoter-GFP reporter, high-content imaging; stronger effect = higher value;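 active means z-score above 3 at 5 µM with at least 500 cells counted in the well; inconclusive means wells under 500 cells, flagged as cytotoxic or low count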
# HEK293 NOD2/NF-kB – NOD2 signaling inhibitors, cell-based, luminescence, uHTS, HEK293 (AID 1566). one-dose inhibition, % at 4 µM; EC50 in µM for titrated hits. hit rate 0.63% among 290,000. HEK293 NOD2/NF-kB luciferase reporter, luminescence; higher % means a stronger effect; in the data active means inhibition above about 50%; further: many of its hits are not listed in these tables
# Lipid droplet – hepatic lipid droplet formation modulation; inhibition, % at 6.5 µM; hit rate 0.4% among 240,000; AML12 mouse hepatocytes, oleate lipid droplets, BODIPY imaging;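 active means lipid droplet intensity inhibited by at least 50%, with more than 500 cells counted; inconclusive means wells with under 300 cells, treated as cytotoxic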
#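 material = mouse AML12 hepatocyte cell line, fixed after treatment | also added = 100 µM oleic acid challenge | doses = compound at 6.5 µM only | schedule = overnight exposure | technique = Image-based BODIPY and DAPI two-channel analysis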
# MT stabilize HCS – microtubule stabilizers in HeLa cells; HeLa tubulin immunostaining HCS, 24 h; share of cells brighter than vehicle mean+2SD; % tubulin-high responders, % at 10 µM; hit rate 0.83% among 200,000; AID 2205;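 active means plate Z-score above 3 for both tubulin-high and condensed-nucleus cell shares, with cell loss under 80%, at 10 µM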;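 further: anti alpha tubulin signal scored within the nucleus-defined area of each cell; some results filed as inactive read as strong as hits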
# WT yeast gro inh – growth inhibition of WT yeast, mitochondrial fusion screen; mitochondrial fusion phenotypic screen, WT strain; inhibition, % at 10 µM; hit rate 2.1% among 190,000; in the data active means inhibition above about 58%; tested in S. cerevisiae
# WT yeast gro inh mutant strain – also measured in WT yeast gro inh; calls as there; inhibition, %; mitochondrial fusion phenotypic screen, mutant strain inhibition
# Dynein transport cytoplasmic EGFP – further read-out of Dynein transport, marked with its call; z-score; measured here: cytoplasmic GR-EGFP intensity; stronger effect = higher value
# Dynein transport nuclear GR-EGFP – further read-out of Dynein transport, marked with its call; z-score; measured here: nuclear GR-EGFP intensity;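 lower value marks the stronger effect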
# Dynein transport cell count – also measured in Dynein transport; calls as there; z-score; measured here: cell count per field
# Insulin prom up cell count – also measured in Insulin prom up; calls as there; cell count; measured here: cytotoxicity, nuclei count;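 total cells summed across four imaged fields per well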
# Lipid droplet cells 6.5 µM – also measured in Lipid droplet; calls as there; cell count; measured here: cell count, cytotoxicity flag;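 cells counted across two imaged fields per well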
# bCat nuc transl cell count 5 µM – also measured in bCat nuc transl; calls as there; cell count; measured here: cell count, cytotoxicity flag
# MT stabilize HCS Hoechst-high % – also measured in MT stabilize HCS; calls as there; % Hoechst-high responders; measured here: nuclear condensation Hoechst responders;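 share of cells brighter than vehicle mean plus two SD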
# MT stabilize HCS cytotoxicity % – second read-out of MT stabilize HCS, no call of its own (marks repeat the call); toxicity, %; measured here: cytotoxicity by cell density;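 0% = mean cell density of plate MIN control wells and 100% = no cells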
# Autophagy mod cell loss 18 h – recorded beside Autophagy mod, whose call it bears; toxicity, %; measured here: cell loss, nuclei count;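 cell loss after 18 h compound exposure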
# The depositor's hits bear a star; i = inactive; ? = inconclusive; . = not tested or not shown. The list is partial; the hit share may differ from the screen's.
SMILES,Autophagy mod,Autophagy mod cell loss 18 h,Yfh1-depleted yeast,bCat nuc transl,bCat nuc transl cell count 5 µM,Dynein transport,Dynein transport cytoplasmic EGFP,Dynein transport nuclear GR-EGFP,Dynein transport cell count,Insulin prom up,Insulin prom up cell count,HEK293 NOD2/NF-kB,Lipid droplet,Lipid droplet cells 6.5 µM,MT stabilize HCS,MT stabilize HCS Hoechst-high %,MT stabilize HCS cytotoxicity %,WT yeast gro inh,WT yeast gro inh mutant strain
CCc1nc(SCC(=O)N2c3ccccc3CC2C)c2c(C)c(C)sc2n1 (stereo not drawn),i,1,i,3.9,1348,-0.34,-0.11,-0.02,0.26,1.7,1595,.,.,.,0.7,0.8,3.3,26,12
Cc1ccc(-c2noc(CSc3ccccc3)n2)cc1,i,-7,i,.,.,2.4,-0.27,1.1,-0.54,.,.,-97%,14,832,2.9,3.2,6.5,1,8
Cc1cc(N2CCOCC2)ccc1/C=C1\NC(=O)N(Cc2ccccc2)C1=O,i,7,i,-2.1,1070,0.26,-0.31,-0.04,-0.61,-0.29,1406,16%,11,653,5.0,1.5,3.5,4,-8
O=C(CN(Cc1cccs1)S(=O)(=O)c1ccc(S(=O)(=O)NC2CCCCC2)cc1)Nc1ccccc1,i,-8,i,0.9,947,-0.9,-0.28,-0.74,0.54,-0.19,1220,5%,-5,646,3.8,3.7,8.8,3,-7
Cc1ccc(NC(=O)N(Cc2cccs2)Cc2cc3cc4c(cc3[nH]c2=O)OCO4)cc1,i,25,i,-3.0,1179,-0.58,-0.21,0.038,0.56,-1,1249,-6%,-17,612,3.1,1.8,0.4,17,1
CCCc1nc2ccccc2c(C(=O)OC(C)C(=O)NCc2ccc3c(c2)OCO3)c1CC (stereo not drawn),i,-1,i,-0.8,1125,-0.064,-0.25,0.11,-0.11,-0.25,1344,-52%,84*,671*,2.1,1.5,7.9,25,6
CCOc1cc(C)c(Cl)cc1S(=O)(=O)N1CCCC1,i,6,i,.,.,-0.67,-0.26,-0.23,0.66,-0.23,1248,-8%,-3,647,1.8,0.2,21,-1,1
O=c1n(-c2cccc(Cl)c2)c(=O)n2n1CCC2,i,-5,i,-2.1,1140,1.1,-0.25,0.55,0.16,1.1,1244,7%,-5,803,3.4,2.4,2.6,21,-6
COc1ccc(NC(=O)C2CCCCN2N)cc1OC (stereo not drawn),i,3,i,-2.1,581,1.1,-0.25,0.41,0.054,.,.,7%,.,.,3.3,2.0,6.5,0,11
O=C(NCCC1=CCCCC1)c1cnccn1,i,-2,i,.,.,0.96,-0.23,0.62,-0.29,-0.03,1239,-25%,-16,742,2.4,1.8,6.0,2,4
CCCCNC(=O)c1cccc2c(=O)c(C)c(-c3ccccc3)oc12,i,9,i,-2.1,1158,0.28,-0.27,-0.04,0.017,-1.3,1447,20%,6,686,4.7,2.8,3.3,12,9
O=C(O)Cc1ccc(NC(=O)c2cccc(NC(=O)c3ccco3)c2)cc1,i,9,i,-1.7,1114,-0.84,-0.27,-0.26,0.77,0.77,1365,-27%,3,719,4.1,3.3,0.9,1,-3
CCC(C)NC(=O)c1ccccc1NC(=O)c1ccc(CSc2ccccc2)cc1 (stereo not drawn),i,15,i,-0.6,1105,0.31,-0.29,-0.14,-0.2,-0.79,1327,11%,-41,508,2.2,2.2,5.9,22,41
COc1ccc(CNC(=S)NC(C)CCc2ccccc2)cc1 (stereo not drawn),i,3,i,3.0,1118,-1.3,-0.32,-0.69,1.8,-0.2,1477,-12%,-44,696,4.7,2.1,5.8,71*,66*
CC(NC(=O)C1CC12CCC2)c1ccccc1 (stereo not drawn),i,10,i,0.6,547,-0.57,-0.3,-0.41,0.051,0.13,1248,22%,15,642,3.2,2.9,5.1,-4,-18
CC(C)CC(=O)Nc1ccc(-c2nc3ccccc3c(=O)o2)cc1,i,4,i,-1.8,892,0.84,-0.14,0.54,0.08,0.11,1388,-1%,-4,655,3.1,1.0,0.5,10,-2
CCOc1ccc(NC(=S)NNC(=O)c2ccc(Br)cc2)cc1,i,4,i,-4.7,1162,-1.2,-0.28,-0.62,0.42,-1.1,1373,29%,-4,657,1.7,1.4,11,29,-6
O=C(O)c1cc(NC(=O)c2ccc(Cl)c([N+](=O)[O-])c2)cc(C(=O)O)c1,i,2,i,-2.0,1115,-0.35,-0.34,0.3,0.16,0.06,1159,-4%,3,716,6.0,2.4,7.5,-22,7
O=C(NCc1cccnc1)c1ccc(COc2ccc3c(c2)CCC3)o1,i,11,i,-1.0,980,-0.97,-0.26,-0.3,0.15,0.03,1105,20%,-9,675,1.0,1.3,5.8,2,-12
On1onc2c3cc(-c4ccccc4)nc3ccc21,i,38,.,3.3,732,1.6,-0.17,0.67,0.066,?,.,-48%,-8,729,1.7,1.3,19,81*,73*
N#Cc1c(N)n(CCNC(=O)c2ccccc2)c2nc3ccccc3nc12,i,2,i,-0.5,472,2.2,-0.11,1.9,-1.1,1.1,1192,2%,11,778,3.7,2.6,9.7,-20,-25
c1ccc(Cc2nnc3sc(-c4ccncc4)nn23)cc1,i,-1,i,-0.7,1073,0.22,-0.25,-0.51,-0.31,-0.15,1840,7%,10,682,2.7,1.9,4.7,-8,6
O=C(Cc1ccccc1)NCc1nc2ccccc2[nH]1,i,-7,i,.,.,-1,-0.2,-0.81,0.34,.,.,.,.,.,2.5,2.2,6.5,.,.
CCCC(=O)N(c1ccc2oc(=O)sc2c1)S(=O)(=O)c1ccccc1,i,-5,i,.,.,-0.4,-0.26,0.072,1.3,.,.,11%,-7,602,2.9,2.2,11,31,21
CN(Cc1ccccc1)S(=O)(=O)c1ccc(Cl)c(C(=O)NCc2ccc3c(c2)OCO3)c1,i,-1,i,-0.6,978,-0.67,-0.18,-0.63,0.95,-0.07,1378,-42%,21,593,2.9,3.1,4.7,-5,-4
COc1cccc(-c2cc(C(F)(F)F)n3ncc(C(=O)NCC4CCCO4)c3n2)c1 (stereo not drawn),i,2,i,-0.4,1133,-1.8,-0.16,-1.2,0.91,.,.,17%,.,.,4.4,4.0,6.0,16,-2
CCOC(=O)C1CCN(C(=S)Nc2ccc(CC)cc2)CC1,i,0,i,.,.,-0.98,-0.18,-0.43,0.25,0.66,1122,0%,-2,721,2.5,2.2,5.9,-4,-1
CCOc1ccccc1OCC(=O)Nc1ccc(S(=O)(=O)Nc2nc(C)cc(C)n2)cc1,i,-8,i,-0.4,1090,-0.31,0.066,-0.15,1.1,-0.69,1342,5%,-6,763,3.5,3.1,7.9,-5,6
CC(C)Nc1nnc(SCC(=O)Nc2ccc(F)cc2)s1,i,7,i,-0.8,724,1.8,0.087,2,-1.3,1.3,1156,2%,.,.,7.7,1.1,5.2,2,-7
CC(=O)NCCNC(=O)c1ccc(Sc2ccccc2)c([N+](=O)[O-])c1,i,2,i,1.5,1038,1.3,-0.013,0.67,-1.6,.,.,10%,7,768,2.2,2.6,5.7,4,14

# 2 entries from above, with two lines to a compound:
# Below each SMILES: Autophagy mod | Autophagy mod cell loss 18 h | Yfh1-depleted yeast | bCat nuc transl | bCat nuc transl cell count 5 µM | Dynein transport | Dynein transport cytoplasmic EGFP | Dynein transport nuclear GR-EGFP | Dynein transport cell count | Insulin prom up | Insulin prom up cell count | HEK293 NOD2/NF-kB | Lipid droplet | Lipid droplet cells 6.5 µM | MT stabilize HCS | MT stabilize HCS Hoechst-high % | MT stabilize HCS cytotoxicity % | WT yeast gro inh | WT yeast gro inh mutant strain
> O=C(NCc1cccnc1)c1ccc(COc2ccc3c(c2)CCC3)o1
  i | 11 | i | -1.0 | 980 | -0.97 | -0.26 | -0.3 | 0.15 | 0.03 | 1105 | 20% | -9 | 675 | 1.0 | 1.3 | 5.8 | 2 | -12
> On1onc2c3cc(-c4ccccc4)nc3ccc21
  i | 38 | . | 3.3 | 732 | 1.6 | -0.17 | 0.67 | 0.066 | ? | . | -48% | -8 | 729 | 1.7 | 1.3 | 19 | 81* | 73*

# Other records follow:
SMILES,Autophagy mod,Autophagy mod cell loss 18 h,Yfh1-depleted yeast,bCat nuc transl,bCat nuc transl cell count 5 µM,Dynein transport,Dynein transport cytoplasmic EGFP,Dynein transport nuclear GR-EGFP,Dynein transport cell count,Insulin prom up,Insulin prom up cell count,HEK293 NOD2/NF-kB,Lipid droplet,Lipid droplet cells 6.5 µM,MT stabilize HCS,MT stabilize HCS Hoechst-high %,MT stabilize HCS cytotoxicity %,WT yeast gro inh,WT yeast gro inh mutant strain
Cc1ccc(NC(=O)C2(NC(=O)c3cccc(N4C(=O)CSC4c4ccccc4)c3)CCCCC2)cc1 (stereo not drawn),i,-25,i,0.3,1368,-0.9,-0.18,0.1,0.69,-0.43,1671,13%,.,.,2.4,1.8,11,11,-2
COc1ccc(N(CC(O)CN2CCCCC2)S(=O)(=O)c2ccc(C)cc2)cc1 (stereo not drawn),i,15,i,-1.3,1255,0.31,-0.33,0.39,-0.05,-0.2,1251,8%,2,749,4.8,2.8,8.1,18,9
Cc1nc(-c2cccc(S(=O)(=O)N3CCCCC3)c2)cs1,.,.,i,-0.8,1349,1,-0.22,0.56,-0.43,-0.08,1002,18%,1,671,.,.,.,.,.
Cc1nn(C(=O)c2ccco2)c(C)c1Sc1ccc([N+](=O)[O-])cc1,i,6,i,-0.2,1037,-1.6,-0.21,-0.47,1.4,0.63,1233,-4%,0,702,3.3,3.3,1.2,0,2
CCCCNc1nc(NC)nc(Cl)c1SC,i,5,i,-2.0,1127,-0.51,-0.22,-0.27,-0.019,-0.74,1335,6%,-1,746,3.6,2.5,8.3,-15,15
